Assay outcomes deposited in PubChem by National Center for Advancing Translational Sciences (NCATS).
A549 viability: A549 cytotoxicity, counter-screen for Nrf2 inhibitors. A549 ARE-Fluc cells, CellTiter-Fluor viability, 18-24 h. Potency, µM (doses to about 46 µM), without a hit: top-dose activity change, negative = cytotoxicity, most hits filed as inhibitors. actives 0.16% (n = 390,000). AID 504648; further: potency means the concentration at half of the fitted maximal effect; on the % scale 0 is the no-effect control and ±100 the full control effect
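A549 ARE-Fluc cells in 5% FBS OPTI-MEM, 5000 cells/well, rested 2 h then exposed to compounds in concentration-response for 18-24 h at 37 °C. Viability by CellTiter-Fluor fluorescence (Ex 405/Em 525) after 30 min; luciferase luminescence (BugLite, 15 min, RT) read afterwards.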
TGFb inhibitor: TGF-b pathway inhibition; HepG2 CAGA-GFP TGF-b/SMAD3 reporter, GFP fluorescence, 18 h; TGF-beta stimulated, 500 pg/mL final; Potency, µM (highest dose often 46.1 µM), inactives show at the highest dose activity, negative = inhibition, hits mostly inhibitors; actives 1.2% (n = 410,000); further: potency means the concentration at half of the fitted maximal effect; on the % scale 0 is the no-effect control and ±100 the full control effect; nearly all actives have a fitted effect of over 65% in size
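GFP signal (ex488/em500-530) from TGF-beta-stimulated HEPG2 CAGA-GFP cells, 500 pg/mL final, 18 h at 37 degrees C in DMEM plus 1% FBS, normalized to unstimulated and DMSO-stimulated controls.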
Nrf2 activator: Nrf2 pathway activation; AREc32 ARE-luciferase reporter (MCF7-derived line), luminescence, 24 h; Potency, µM (series often up to 46.1 µM), inactives show at the highest dose activation, usual class: activators; actives 0.31% (n = 410,000); AID 624171; further: potency means the concentration at half of the fitted maximal effect; % of control where 0% means no effect; nearly all actives have a fitted effect of over 65% in size
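Each well held 1000 AREc32 cells, which were incubated with compound for 24 hr at 37 deg C after overnight attachment, and ARE reporter activity was quantified by firefly luciferase luminescence.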
IL1B secr inh: inhibitors of inflammasome signaling (IL-1 beta secretion). actives 4.7% (n = 360,000). activity change, % at 57.5 µM. THP-1 LPS/ATP IL-1B secretion, AlphaLISA, 16 h; stronger effect = lower value. AID 743279; in the data active means activity change below about -50%; inconclusive means mostly about -30% to -49%; further: on the % scale 0 is the no-effect control and ±100 the full control effect
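THP-1 cells pretreated 1 hr with compounds (up to 57.5 uM final), then stimulated with LPS (250 ng/mL final) plus ATP (1.25 mM final); secreted IL-1B measured by AlphaLISA after 16 hr, decreased signal indicating inhibition.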
MCF10A rereplic: DNA re-replication induction in MCF 10a cells; MCF 10A DNA re-replication, Hoechst nuclear intensity, 48 h; Potency, µM (series often up to 46.1 µM), without a hit: at the top dose activity, positive = re-replication, actives largely listed as activators; actives 2.9% (n = 350,000); AID 624296; further: potency means the concentration at half of the fitted maximal effect; % of control where 0% means no effect; nearly all actives have a fitted effect of over 50% in size
HepG2 tox: kills HepG2 cells in TGF-b inhibitor counter-screen | Potency, µM (series often up to 46.1 µM), inactives show at the top dose activity change, negative = cytotoxicity, usual class: cytotoxic | actives 0.76% (n = 410,000) | HepG2 CAGA-GFP viability, ATP luminescence, 18 h | AID 588856; further: potency means the concentration at half of the fitted maximal effect; some results filed as inactive show a strong effect at the top dose
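HepG2 CAGA-GFP cells (1000/well, DMEM with 1% FBS) received compound, then TGF-beta at 500 pg/mL final, and were incubated 18 hours at 37 degrees C. Viability was read by CellTiter-Glo luminescence. Media-only wells were set as complete cell-killing and DMSO as no toxicity.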
Nrf2 block: inhibitors of Nrf2 signaling | A549 ARE-Fluc reporter, luciferase luminescence, 18-24 h | Potency, µM (series often up to 46 µM), inactives show at the highest dose activity change, negative = inhibition, hits mostly inhibitors | actives 2.1% (n = 360,000); further: potency means the concentration at half of the fitted maximal effect; on the % scale 0 is the no-effect control and ±100 the full control effect; nearly all actives have a fitted effect of over 60% in size
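Nrf2 function is reported as luminescence of an ARE-controlled luciferase in A549 cells. Compounds were tested at several concentrations, and a CellTiter-Fluor read on the same wells flagged cytotoxicity.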
ATXN2 expr inh: reduces ATXN2 reporter expression in HEK-293 cells | HEK-293 ATXN2-luciferase reporter, luminescence, 24 h | Potency, µM (titrated, usually from 57 µM), without a hit: at the highest dose activity change, negative = inhibition, usual class: inhibitors | actives 0.72% (n = 360,000); further: potency means the concentration at half of the fitted maximal effect; on the % scale 0 is the no-effect control and ±100 the full control effect; nearly all actives have a fitted effect of over 55% in size
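ATXN2-luciferase reporter cells (luciferase flanked by upstream and downstream ATXN2 gene portions) were treated 24 h at 37 °C with compounds at up to 57 uM. SteadyGlo luminescence gave expression; GF-AFC fluorescence gave viability.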
S2 tox: reduces viability in counter-screen for ATXN expression inhibitors. S2 cells (HEK-293 line with an ATXN2-luciferase reporter) viability, CellTiter-Fluor protease fluorescence, 24 h. Potency, µM (highest dose often 56.7 µM), hits mostly cytotoxic. actives 0.49% (n = 400,000); further: potency means the concentration at half of the fitted maximal effect; nearly all actives have a fitted effect of over 40% in size
Starred values were filed as active, the others as inactive; i = inactive; ? = inconclusive; nt = not tested or not shown; [ ] = remark or other dose. Unless noted, the call rests on the fitted dose curve; in most records, active means well fitted curve in the direction sought with a large enough effect; inconclusive means small, poorly fitted or top-dose-only effect, or another doubt; inactive means no such curve, though single readings can be large; an effect the other way counts as inactive or inconclusive.

SMILES	A549 viability	TGFb inhibitor	Nrf2 activator	IL1B secr inh	MCF10A rereplic	HepG2 tox	Nrf2 block	ATXN2 expr inh	S2 tox
Cc1nc2cc(NC(=O)Nc3cccc4ccccc34)ccc2n1C	-4%	4%	2.7%	-5	-5%	-3%	?	37%[11.3 µM]	i
CC(OC(=O)Cc1n[nH]c(=O)c2ccccc12)C(=O)Nc1ccccc1[N+](=O)[O-] (stereo unspecified)	-12%	-4%	2.2%	10	10%	-2%	?	2%	?
CCSc1nsc(NC(=O)Nc2ccccc2OC)n1	-25%	10%	3.7%	-25	0%	-8%	?	53%[activator]	i
O=C(C[n+]1ccc2ccccc2c1)Nc1cc(C(F)(F)F)ccc1Cl	0%	20%	2.6%	-58*	-3%	-28%	11%	-7%	i
COc1cc(Cl)c(S(=O)(=O)N2CCN(Cc3ccc4c(c3)OCO4)CC2)cc1Cl	7%	-25%	1.2%	37	9%	-23%	4%	1%	i
Cc1ccc(-n2nnnc2CS(=O)(=O)c2ccccc2)c(C)c1	2%	9%	-0.1%	i	9%	-5%	-7%	-9%	i
NS(=O)(=O)c1cccc(NC(=O)Cn2cnc3ccccc3c2=O)c1	-6%[1.84 µM]	3%	-0.5%	8	0%	-7%	1%	6%	i
CC(C)CNC(=O)COC(=O)CCC(=O)c1ccc(Cl)cc1	-1%	-1%	-0.8%	18	-2%	-1%	0%	-1%	i
CC(C)=CC(=O)Nc1ccc(S(=O)(=O)Nc2ccccn2)cc1	-3%	-2%	-0.2%	-2	3%	-15%	7%	nt	i
Cc1cccc(C(=O)NCC(=O)N2CCC2)c1	0%	4%	0.0%	-7	20%	-21%	1%	-3%	i
O=C(OCC#CCSc1nnc(-c2ccccc2)o1)c1cc2ccccc2o1	0%	15%	0.2%	5	3%	3%	25%	21%	i
CN1CCN(CCC(=O)Nc2ccc(C3CCCC3)cc2)CC1	1%	24%	0.9%	-12	15%	-20%	-38%	-6%	?
COc1ccc(-c2cnc3c(NC=O)cc(-c4ccc(F)cc4)cn23)cc1OC	nt	?	8.8%	-14	nt	2%	nt	-5%	?
Cc1sc(C(=O)Nc2ccc3ccccc3c2)cc1CC(=O)O	-11%	-3%	2.9%	7	-3%	1%	?	13%	i
Cc1ccc(C)c(NC(=S)NCC(c2cccnc2)N2CCOCC2)c1 (stereo unspecified)	1%	-5%	1.3%	16	0%	0%	?	5%	i
COc1ccc(NC(=O)C2(C)Cc3c(-c4cccc(C(N)=O)c4)ccnc3O2)cc1 (stereo unspecified)	nt	9%	10%	-6	nt	-2%	nt	8%	?
Cc1ccc([C@@H]2C[C@H]3[C@@H](CN2S(=O)(=O)c2ccc(C)cc2)C(=O)C[C@@H](c2ccc(Cl)cc2)N3S(=O)(=O)c2ccc(C)cc2)cc1	nt	-5%	2.0%	12	nt	-5%	nt	-4%	i
Cc1ccccc1NC(=O)CC1S/C(=N/c2nccs2)N(C)C1=O (stereo unspecified)	-7%	-6%	-0.3%	3	-1%	4%	12%	11%	i
COCCN1C(=O)COc2ccccc2C1C(=O)NC1CCCCC1 (stereo unspecified)	nt	nt	-0.2%	28	nt	nt	nt	1%	i
CCSc1nc2n(n1)C(c1ccc(CC)cc1)C(C(=O)Nc1ccccc1OC)=C(C)N2 (stereo unspecified)	-9%	1%	1.2%	nt	nt	-1%	nt	8%	i
CCN(CC)S(=O)(=O)c1cc(NC(=O)Cc2ccc(S(=O)(=O)N3CCOCC3)s2)ccc1Cl	?	?	-0.5%	0	?	-26%	1.3µM*	?	i
O=C(Nc1cccnc1)C1Cc2c(-c3cccc(F)c3)ccnc2O1 (stereo unspecified)	nt	9%	-0.1%	-14	nt	-5%	nt	-15%	i
C[C@H](CO)N1C[C@H](C)[C@@H](CN(C)S(=O)(=O)c2ccccc2)Oc2ccc(NS(=O)(=O)c3ccc(F)cc3)cc2C1=O	-2%	?	0.9%	-9	3%	-11%	-8%	4%	i
CC1CC(C)(C)N(C(=O)CN2C(=O)c3ccccc3C2=O)c2ccccc21 (stereo unspecified)	1%	-26%	2.4%	-11	?	-10%	7%	9%	i
CCN(CC)S(=O)(=O)c1ccc(NC(=O)CN(c2ccccc2)S(=O)(=O)N(C)C)cc1	-12%	5%	-0.2%	nt	nt	-16%	?	-11%	i

(list continues)
SMILES	A549 viability	TGFb inhibitor	Nrf2 activator	IL1B secr inh	MCF10A rereplic	HepG2 tox	Nrf2 block	ATXN2 expr inh	S2 tox
CC(CCc1ccccc1)NC(=O)c1ccc(NC(=O)c2cccc(Br)c2)cc1 (stereo unspecified)	-6%	0%	2.4%	-4	18µM*	-19%	?	-6%	i
CCOc1ccc(/C=C/c2[nH]c(=O)[nH]c(=O)c2[N+](=O)[O-])cc1	2%	-7%	-0.4%	16	?	6%	0%	12%	i
O=C1CNC(=O)/C(=C/c2ccco2)N1	2%	4%	17%	-15	1%[9.22 µM]	68%	1%	3%	i
O=C1NCC(Nc2ccc(Br)cc2)C(=O)N1 (stereo unspecified)	-6%	19%	2.3%	-2	-14%	0%	3%	3%	i
C=CCNC(=O)c1cccc(Br)c1	4%	-12%	4.9%	26	3%	-10%	2%	6%	i
O=C(CSc1nnc(-c2ccccc2)c(-c2ccccc2)n1)N1CCc2ccccc21	1%	-2%	-0.5%	5	?	-2%	?	-2%	i
O=C(COc1ccc(S(=O)(=O)N2CCCC2)cc1Cl)Nc1ccc2c(c1)OCO2	-5%	0%	0.0%	10	-10%	-3%	-3%	-17%	?
N=c1ccn(Cc2ccc(Cl)cc2Cl)cc1	?	?	-0.8%	?	7%	-21%	nt	?	i
CC(=NNc1ccc([N+](=O)[O-])cn1)c1ccc(N)cc1	-19%	8%	3.0%	?	-7%	2%	?	67%[activator]	?
O=C(N/N=C/C=C/c1ccco1)c1cnccn1	-17%	7%	?	-5	0%	-9%	7%	4%	i
COc1ccc(C)c(-n2c(=O)n(Cc3ccccc3)c(=O)c3[nH]cnc32)c1	4%	-5%	0.3%	-13	1%	0%	8%	nt	i
Cc1nc(-c2ccc(S(=O)(=O)NCc3cccnc3)s2)cs1	7%	-21%	2.6%	0	6%	-11%	-19%	nt	i
O=C(c1ccccc1Sc1ccc([N+](=O)[O-])cc1)N1CCCCC1	1%	-1%	-0.3%	-13	8%	-1%	1%	-3%	i
Cc1ccc(CNC(=O)c2sc3nc(C)cc(C)c3c2-n2cccc2)cc1	12%	-2%	-0.9%	nt	nt	-14%	-10%	nt	nt
Cc1ccc(-c2cc(C(=O)Nc3sc4c(c3C(=O)NCc3ccco3)CCC4)[nH]n2)c(O)c1	12%	-25%	2.1%	1	?	-8%	3%	nt	i
Cc1cc(=O)[nH]c(SCc2ccc(Cl)cc2)n1	-2%	-23%	-0.3%	25	-2%	-36%	0%	-1%	?
CC(c1ccco1)N(C(=O)c1ccccc1NS(=O)(=O)c1cccc([N+](=O)[O-])c1)c1ccccn1 (stereo unspecified)	0%	?	2.1%	56	14%	-30%	30%	0%	i
CCOC(=O)N1CCC(NC(=O)c2ccc3c(c2)N=C(CC)c2ccccc2S3)CC1	-11%	-25%	-0.5%	-22	8%	-21%	?	-26%	i
Cc1cc(NO)nc(-c2ccc(Br)cc2)n1	-1%	17%	?	-4	14%	26%	?	27%	i
CC1CC(C)CN(CC(=O)c2cccs2)C1 (stereo unspecified)	0%	0%	0.2%	17	-1%	14%	1%	-6%	i
C=C(C)CNC(=S)Nc1sc2c(c1C(=O)OCC)CC(C)(C)OC2	0%	-5%	-0.3%	20	6%	-5%	2%	0%	i
S=C(NCc1cccnc1)Nc1ccc(Cl)cc1	6%	4%	2.1%	-4	1%	-10%	?	-3%	i
CCCCc1nc(SCC(=O)Nc2nnc(C(C)C)s2)n[nH]1	-1%	4%	-0.8%	11	1%	-1%	3%	1%	?
CC(C)(Oc1ccc(Cl)cc1)C(=O)NCCCn1ccnc1	-4%	-19%	0.1%	8	3%	0%	2%	4%	i
COc1cc2cc(C(=O)N3CCN(c4ccccc4OC)CC3)[nH]c2cc1OC	1%	10%	0.3%	7	0%	6%	?	-4%	i
O=C(O)c1ccc(NS(=O)(=O)c2cccc(S(=O)(=O)c3ccc(Cl)c(Cl)c3)c2)cc1	0%	-5%	0.8%	-4	1%	5%	-23%	-28%	i

Another view of some results above:
| molecule | A549 viability | TGFb inhibitor | Nrf2 activator | IL1B secr inh | MCF10A rereplic | HepG2 tox | Nrf2 block | ATXN2 expr inh | S2 tox |
| --- | --- | --- | --- | --- | --- | --- | --- | --- | --- |
| CC(C)(Oc1ccc(Cl)cc1)C(=O)NCCCn1ccnc1 | -4% | -19% | 0.1% | 8 | 3% | 0% | 2% | 4% | i |
| COc1cc2cc(C(=O)N3CCN(c4ccccc4OC)CC3)[nH]c2cc1OC | 1% | 10% | 0.3% | 7 | 0% | 6% | ? | -4% | i |

7 records picked at random from those above:
SMILES	A549 viability	TGFb inhibitor	Nrf2 activator	IL1B secr inh	MCF10A rereplic	HepG2 tox	Nrf2 block	ATXN2 expr inh	S2 tox
O=C(Nc1cccnc1)C1Cc2c(-c3cccc(F)c3)ccnc2O1 (stereo unspecified)	nt	9%	-0.1%	-14	nt	-5%	nt	-15%	i
Cc1cc(=O)[nH]c(SCc2ccc(Cl)cc2)n1	-2%	-23%	-0.3%	25	-2%	-36%	0%	-1%	?
COCCN1C(=O)COc2ccccc2C1C(=O)NC1CCCCC1 (stereo unspecified)	nt	nt	-0.2%	28	nt	nt	nt	1%	i
COc1cc2cc(C(=O)N3CCN(c4ccccc4OC)CC3)[nH]c2cc1OC	1%	10%	0.3%	7	0%	6%	?	-4%	i
CCN(CC)S(=O)(=O)c1ccc(NC(=O)CN(c2ccccc2)S(=O)(=O)N(C)C)cc1	-12%	5%	-0.2%	nt	nt	-16%	?	-11%	i
Cc1nc(-c2ccc(S(=O)(=O)NCc3cccnc3)s2)cs1	7%	-21%	2.6%	0	6%	-11%	-19%	nt	i
O=C(CSc1nnc(-c2ccccc2)c(-c2ccccc2)n1)N1CCc2ccccc21	1%	-2%	-0.5%	5	?	-2%	?	-2%	i
